NCI-60 one-dose screen, 48 h, at 10 µM unless noted. Numbers give growth in % (100 = growth as untreated, 0 = no growth, -100 = all killed).
U251 = U251 CNS tumor cells | 5.4% of 80,000 active | AID 1794753
SNB-75 = SNB-75 CNS cancer. 5% of 79,000 active. AID 1794750
SF-268 = SF-268 CNS cancer cells; 3.1% of 82,000 active; AID 1794759
HCC-2998 = HCC-2998 colon cancer. 4.7% of 79,000 active. AID 1794799
SF-539 = SF-539 CNS cancer. 6.8% of 81,000 active. AID 1794752
SNB-19 = SNB-19 CNS cancer cells; 2.5% of 81,000 active; AID 1794751
SF-295 = SF-295 CNS cancer cells | 5.6% of 79,000 active
PC-3 = PC-3 prostate cancer cells; AID 1794754; 3.9% of 80,000 active
Active calls of the source: *; . = not tested or not shown; & = joins results of further samples. The calls were made as follows: active = growth percent below 10; inactive = the rest.

SMILES	U251	SNB-75	SF-268	HCC-2998	SF-539	SNB-19	SF-295	PC-3
NCCn1cc(-c2nc(-c3c[nH]c4ncccc34)cs2)c2ccccc21	92	62	85	94	90	89	105	70
Cc1ccc(NC(=O)C(F)(F)F)cc1	99	115	112	103	102	.	85	79
C=C(C)[C@@H]1CC[C@]2(C(=O)n3ccnc3)CC[C@]3(C)[C@H](CC[C@@H]4[C@@]5(C)CCC(=O)NC(C)(C)[C@@H]5CC[C@]43C)[C@@H]12	89	76	81	80	89	87	74	50
COCC1(c2nc3ccc(Cl)cc3c(-c3ccccc3)c2-c2nn[nH]n2)CCCC1	100	89	99	107	99	97	100	102
Fc1ccc(NC(=S)NN=C(c2ccccc2)c2ccccc2)cc1	110	89	110	123	98	.	87	91
Oc1c(I)cc(I)cc1CNCCN(Cc1ccccn1)Cc1ccccn1	-29*	-57*	1.2*	-87*	-57*	17	-85*	-41*
NC(=S)N/N=C/c1ccc(Cl)cc1	100	103	109	96	106	107	97	100
CS(=O)(=O)Nc1ccc(C(=O)/C=C2/C(=O)Nc3ccc(F)cc32)cc1	103	76	100	108	91	94	103	91
O=C1COCCN1c1ccc(NCc2cn(Cc3ccccc3)c3ccccc23)cc1	87	82	92	105	92	93	62	89
OCc1c(-c2ccccc2)nc2sccn12	96	122	102	.	74	85	112	96
COc1ccc(/C=N/NC(=O)CSc2nc3sc4c(c3c(=O)n2-c2ccccc2)CCCCC4)cc1O	96	96	103	118	105	103	94	87
COc1cc(-c2c3cnn(C(C)C)c3nc3[nH]c(=O)n(C)c23)cc2c1OCO2	99	80	113	97	.	105	.	85
CCCC1OCC(C)([N+](=O)[O-])CO1 (stereo not drawn)	98	119	109	106	92	93	102	92
CN(C)c1ccc(O)c2c1CC1CC3C(N(C)C)C(=O)C(C(N)=O)=C(O)C3(O)C(=O)C1=C2O (stereo not drawn)	26	56	46	50	42	56	12	35
CC(C)=CCC1=C(OC2OC(CO)C(O)C(O)C2O)C(=O)c2ccccc2C1=O (stereo not drawn)	60	78	90	105	88	90	84	55
O=C1CC2CC=C(c3ccc(F)cc3)CN2C=C1c1ccccc1 (stereo not drawn)	89	97	99	109	109	92	107	83
O=[N+]([O-])c1cccc(-c2ncc(-c3ccc(Cl)cc3Cl)[nH]2)c1	-100*	91	54	58	101	97	94	-83*
Cc1ccc(Cn2cc(Cn3c(=O)c(-c4nc5ccccc5[nH]4)cc4ccccc43)nn2)cc1	88	58	79	108	65	79	106	99
COC(C)CCOC(=O)c1ccc(C(C)C)cc1 (stereo not drawn)	97	112	105	97	104	91	100	55
CC1=C(C)C2C(CC(C)C)NC(=O)C23C(=O)CC2C4OC(C)(CCC4O)C2C3C1O (stereo not drawn)	96	49	101	90	91	93	106	81
C/C(=N\O)c1ccccn1	89	97	97	109	103	95	102	94
COc1cc(/C=N/n2c(CN3CCCCC3)nc3ccccc3c2=O)cc(OC)c1OC	101	102	102	105	98	94	97	123
Cc1nc2ccccc2c(=O)n1C	96	110	127	111	99	98	104	125
Nc1ccc(SCc2cc3ccccc3[nH]c2=O)cc1	93	90	72	98	88	91	82	67
COc1cc2nc(SCC(=O)Nc3cc(OC)c(OC)c(OC)c3)n(-c3ccc(F)cc3)c(=O)c2cc1OC	99	89	98	105	97	97	100	93
Cn1c(=O)c2[nH]c(SC/C(=N/O)c3ccc(Cl)cc3)nc2n(C)c1=O	102	98	107	117	105	98	97	97
COc1cc(CNC(=O)Cc2ccccc2)ccc1OCc1cn(-c2ccc(Br)cc2)nn1	93	81	88	104	92	93	101	85
Clc1ccc(-c2nnc(CNc3ccccn3)o2)cc1	91	85	104	103	93	97	94	85
O=C(Nc1ccccc1Cl)N1CCC2N(C(=O)Nc3ccccc3Cl)CCC3N(C(=O)Nc4ccccc4Cl)CCC1N23 (stereo not drawn)	116	87	117	111	101	117	100	92
N#Cc1c(N2CCNCC2)nc2n(c1=O)-c1ccccc1Sc1ccccc1-2	79	36	90	95	90	87	.	74
COc1cc(C2CC(=O)Nc3c2c(C)nn3-c2nc3ccccc3[nH]2)c(OC)c2c1OCO2 (stereo not drawn)	68	31	71	98	78	71	37	71
COc1cccc(C)c1[N+](=O)[O-]	110	95	105	96	94	108	87	70
Cc1ccccc1NC(=O)/C=C\C(=O)O	97	93	108	105	103	110	105	93
O=C(OC1C2COC(O2)C(OC(=O)c2ccccc2)C1OC(=O)c1ccccc1)c1ccccc1 (stereo not drawn)	96	98	101	108	86	95	102	89
COc1cc2nc(-c3ccc(-c4nn[nH]n4)cc3)[nH]c(=O)c2cc1OC	105	106	100	114	100	94	122	131
CC(C)(C)Nc1nc2c(OCCc3ccccc3)cccn2c1-c1ccccc1Cl	-45*	35	23	-0.6*	-75*	18	-57*	-40*
CCCSc1nc(Nc2ccc(S(N)(=O)=O)cc2)c(C#N)c(-c2ccc(Cl)cc2)n1	-15*	.	66	8.7*	-4.4*	28	1.4*	64
C=CC(=O)Nc1cccc(Oc2nc(Nc3ccc(N4CCN(C)CC4)cc3)nc3ccsc23)c1	-85*	-81*	3.1*	.	-93*	13	24	-45*
COc1ccc(NNS(=O)(=O)O)cc1	98	83	106	110	95	98	92	86
CC(C)C12NC(=O)NC(=O)N1CCS2 (stereo not drawn)	100	105	102	89	119	94	119	94
CN1CCN(CC#C[C@@H]2CC[C@]3(CO)CC[C@]4(C)[C@H](CC[C@@H]5[C@@]6(C)CC[C@H](O)C(C)(C)[C@@H]6CC[C@]54C)[C@@H]23)CC1	62	89	83	96	75	87	87	70
Clc1ccc(-c2conc2-n2nc(-c3ccccc3)nc2-c2ccccc2)cc1	103	95	120	99	92	102	102	97
COc1cc(C2CC(c3cccc(Br)c3)=NN2C(C)=O)cc(OC)c1OC (stereo not drawn)	12	12	55	-31*	-6.0*	41	0.2*	37
CC(=O)O[C@H]1C/C=C\CC(=O)[C@@]2(C)O[C@@H]2CC[C@H](C)C1	105	85	103	100	105	95	98	92
S=c1[nH]nc(-c2cc3ccc2CCc2ccc(cc2)CC3)n1-c1ccccc1	94	.	113	113	110	93	92	84
COc1ccc2[nH]c(O)c(N=NC(=O)Cc3c[nH]c4ccccc34)c2c1	89	.	87	116	94	96	80	85
O=C(Nc1ccccc1)C(Cc1ccccc1)c1ccccc1 (stereo not drawn)	97	98	89	104	114	104	97	74
COc1cc2oc(-c3cccc(NC(=O)[C@H](CCC(N)=O)NC(=O)OC(C)(C)C)c3)cc(=O)c2c(OC)c1OC	106	95	102	106	105	95	102	101
C/C(Cc1ccc(Cl)cc1)=C(/c1ccc(Cl)cc1)c1ccc(OCCN)cc1	97	94	92	97	93	87	105	88
Cc1ccc(N2CC(c3nc4ccccc4s3)CC2=O)cc1 (stereo not drawn)	95	76	102	104	96	94	96	85
NC1[C@H]2CN(c3cnc(C(=O)Nc4cc(F)cc5cccnc45)cn3)C[C@@H]12 (stereo partly drawn)	61	57	88	84	77	75	96	66
Cc1nn(-c2ccc(C#N)cc2)c2nc3c(nc12)c(=O)[nH]c1ccccc13	100	94	114	89	.	98	.	96
COc1cc(-c2nn(-c3cccc(NC(=O)c4ccc(Cl)c(C(F)(F)F)c4)c3)cc2-c2ccncc2)ccc1Cl	33	.	47	.	33	66	.	19
COc1cc2c(cc1OC)C(=O)/C(=C/c1cccc(/C=C/c3ccc4ccc(Cl)cc4n3)c1)C2	59	96	71	91	103	80	95	53
O=C(O)c1cn(C2CC2)c2cc(N3CCN(Cc4cc(O)ccc4O)CC3)c(F)cc2c1=O	100	79	92	97	97	89	99	92
CCOC(=O)c1c(C)nc2ccccc2c1/C=C/c1ccc(Cl)cc1	80	87	78	85	86	89	71	63
OC(c1ccccc1)C1(c2ccccc2)OCCO1 (stereo not drawn)	96	105	105	109	95	100	92	93
Nc1ccc2ccc(O)cc2c1	106	91	96	.	105	95	86	81
CC(=O)Nc1ccc(Br)cc1	94&98	92&91	98&114	105&113	95&100	87&98	101&99	103&95
O=C(CCc1nnc2sc(C(c3ccccc3)c3ccccc3)nn12)c1nc2ccccc2[nH]1	72	93	87	74	101	85	50	50

Shown bar-delimited: entries from further up.
SMILES | U251 | SNB-75 | SF-268 | HCC-2998 | SF-539 | SNB-19 | SF-295 | PC-3
CN(C)c1ccc(O)c2c1CC1CC3C(N(C)C)C(=O)C(C(N)=O)=C(O)C3(O)C(=O)C1=C2O (stereo not drawn) | 26 | 56 | 46 | 50 | 42 | 56 | 12 | 35
CC(C)=CCC1=C(OC2OC(CO)C(O)C(O)C2O)C(=O)c2ccccc2C1=O (stereo not drawn) | 60 | 78 | 90 | 105 | 88 | 90 | 84 | 55
O=C1CC2CC=C(c3ccc(F)cc3)CN2C=C1c1ccccc1 (stereo not drawn) | 89 | 97 | 99 | 109 | 109 | 92 | 107 | 83

Complete entries as entered above:
O=C(O)c1cn(C2CC2)c2cc(N3CCN(Cc4cc(O)ccc4O)CC3)c(F)cc2c1=O is listed with U251 = 100; SNB-75 = 79; SF-268 = 92; HCC-2998 = 97; SF-539 = 97; SNB-19 = 89; SF-295 = 99; PC-3 = 92
COc1ccc2[nH]c(O)c(N=NC(=O)Cc3c[nH]c4ccccc34)c2c1 is listed with U251 = 89; SNB-75 = .; SF-268 = 87; HCC-2998 = 116; SF-539 = 94; SNB-19 = 96; SF-295 = 80; PC-3 = 85

Further results.
SMILES	U251	SNB-75	SF-268	HCC-2998	SF-539	SNB-19	SF-295	PC-3
O=C1Oc2ccccc2C(=O)/C1=C/N1C(=O)N/C(=C\c2ccccc2Br)C1=O	90	83	89	111	116	98	103	96
CCCCC[C@H]1C/C=C2/C(=O)C=C[C@@H]2C/C=C\CCCC(=O)O1	-78*	-34*	3.7*	.	-71*	1.2*	-33*	-38*
COc1ccc(C(C)=O)cc1S(=O)(=O)Nc1cccnc1	99	72	98	103	99	94	104	103
CS(=O)(=O)c1cccc(Nc2ncc3cc(-c4ccccc4Cl)ccc3n2)c1	17	-11*	20	33	-11*	36	21	12
Cc1cc(-c2ccccc2)n(N2NN=NC2c2ccc(C3N=NNN3n3c(-c4ccccc4)cc(C)nc3=S)cc2)c(=S)n1 (stereo not drawn)	98	69	98	109	95	96	98	92
COc1cc(C2=NN(C(C)=O)C(c3cn(Cc4ccc(Cl)cc4)c4ccccc34)C2)cc(OC)c1OC (stereo not drawn)	67	58	56	89	63	73	71	30
CCOC(=O)c1[nH]c(C)c(C(=O)O)c1C	107	.	105	107	105	109	122	89
CCCn1c(=S)sc2c1nc(C)n1c(Nc3ccccc3)nnc21	61	102	99	78	63	71	52	93
COc1cc2ncnc(Nc3ccc4c(cnn4C(=O)Nc4ccc(C)c(Cl)c4)c3)c2cc1OC	.	105	97	87	93	85	96	92
CC1CCCC(C(=O)O)C1C(=O)O (stereo not drawn)	86	100	105	93	98	101	95	76
Brc1ccc(Nc2nc3ccccc3s2)cc1	88	101	105	108	103	110	122	98
C=C(C)C1CC=C(/C=N/O)CC1 (stereo not drawn)	91	94	104	102	100	103	96	95
Cc1nc(N)[nH]c(=O)c1CCCNc1ccc(CCC2(CCl)OCCO2)cc1	100	94	96	102	98	95	98	88
Clc1ccc(C2CC(c3cccc(Nc4ccnc5cc(Cl)ccc45)c3)=NN2c2ccc(Cl)cc2)cc1 (stereo not drawn)	85	92	101	98	96	93	104	84
O=C1C(=O)N(CCCCn2cc(COc3ccc4ccc(=O)oc4c3)nn2)c2ccccc21	.	67	99	106	98	96	103	97
C[C@H]1O[C@H](O[C@H]2[C@H](O)[C@@H](O)[C@@H](O[C@H]3[C@H](O)[C@@H](O)C(O)O[C@@H]3CO)O[C@@H]2CO)[C@H](O)[C@@H](O)[C@@H]1N[C@H]1C=C(CO)[C@@H](O)[C@H](O)[C@H]1O (stereo partly drawn)	101	118	113	106	104	115	113	97
COc1ccc(-c2[nH]c3ccccc3c2C=C(C#N)C#N)cc1	28	0.5*	25	-39*	-27*	67	-50*	19
C/C(=N\NC(=S)Nc1ccccc1)c1sc(Nc2cccc(O)c2)nc1C	102	77	98	114	103	100	99	69
CC1=C(C#N)C2=NN3CC(c4ccccc4)=NC3=NN2C(c2ccccc2)=C1	91	.	102	116	99	87	90	90
O=C(Nc1ccccc1)Oc1ccc2ccccc2c1	100	82	99	102	90	103	93	87
N[C@@H](Cc1ccccc1)[C@@H](O)C(=O)NCCc1ccccn1	106	.	111	105	101	98	101	115
O=C1c2ccccc2C(=O)N1c1cccc(-c2cc3ccccc3[nH]2)c1	99	86	98	119	105	92	104	90
CCc1c(C(=O)Nc2nc3ccc(F)cc3s2)nnn1-c1ccccc1F	94	101	103	97	105	79	92	73
CC1=CSC2=NC(c3ccc(Cl)c(Cl)c3)=CC(c3ccc(Cl)cc3)N12 (stereo not drawn)	35	-22*	15	100	-47*	39	100	45
CCOC(=O)c1ccc(Nc2nc(NN)nc(-c3ccccc3)c2C#N)cc1	100	.	143	113	101	87	88	92
CCCCCCCCCCCCCCCCCCOC(=O)NC1c2ccccc2Oc2ccccc21	95	90	105	101	96	103	101	85

Looked up above:
Value of NCCn1cc(-c2nc(-c3c[nH]c4ncccc34)cs2)c2ccccc21 in SNB-75: 62
Value of CCCCC[C@H]1C/C=C2/C(=O)C=C[C@@H]2C/C=C\CCCC(=O)O1 in SF-295: -33*

Limited to U251, for two of the compounds above:
Compound	U251
CC(=O)Nc1ccc(Br)cc1	94&98
O=C(CCc1nnc2sc(C(c3ccccc3)c3ccccc3)nn12)c1nc2ccccc2[nH]1	72

Assay outcomes (PubChem BioAssay)

Hits appear at their usual frequency; 10% or so of the library scored in one or more.
